# KDM5B inhibitor = inhibitors of human KDM5B histone demethylase. Potency, µM (series often up to 57.7 µM), for inactives: at the top dose activity change, negative = inhibition, hits mostly inhibitors. 220,000 compounds, 2.6% hits. Q9UGL1. KDM5B demethylase, FDH-coupled NADH fluorescence (FDH is formaldehyde dehydrogenase). AID 1347165; active means well fitted inhibition curve with a large enough effect; inconclusive means small, poorly fitted or top-dose-only effect; inactive means no such curve, though single readings can be large or run the other way; further: 0% is about no effect; nearly all actives have a fitted effect of over 70% in size
# Target sequence (Q9UGL1 whole entry, looked up): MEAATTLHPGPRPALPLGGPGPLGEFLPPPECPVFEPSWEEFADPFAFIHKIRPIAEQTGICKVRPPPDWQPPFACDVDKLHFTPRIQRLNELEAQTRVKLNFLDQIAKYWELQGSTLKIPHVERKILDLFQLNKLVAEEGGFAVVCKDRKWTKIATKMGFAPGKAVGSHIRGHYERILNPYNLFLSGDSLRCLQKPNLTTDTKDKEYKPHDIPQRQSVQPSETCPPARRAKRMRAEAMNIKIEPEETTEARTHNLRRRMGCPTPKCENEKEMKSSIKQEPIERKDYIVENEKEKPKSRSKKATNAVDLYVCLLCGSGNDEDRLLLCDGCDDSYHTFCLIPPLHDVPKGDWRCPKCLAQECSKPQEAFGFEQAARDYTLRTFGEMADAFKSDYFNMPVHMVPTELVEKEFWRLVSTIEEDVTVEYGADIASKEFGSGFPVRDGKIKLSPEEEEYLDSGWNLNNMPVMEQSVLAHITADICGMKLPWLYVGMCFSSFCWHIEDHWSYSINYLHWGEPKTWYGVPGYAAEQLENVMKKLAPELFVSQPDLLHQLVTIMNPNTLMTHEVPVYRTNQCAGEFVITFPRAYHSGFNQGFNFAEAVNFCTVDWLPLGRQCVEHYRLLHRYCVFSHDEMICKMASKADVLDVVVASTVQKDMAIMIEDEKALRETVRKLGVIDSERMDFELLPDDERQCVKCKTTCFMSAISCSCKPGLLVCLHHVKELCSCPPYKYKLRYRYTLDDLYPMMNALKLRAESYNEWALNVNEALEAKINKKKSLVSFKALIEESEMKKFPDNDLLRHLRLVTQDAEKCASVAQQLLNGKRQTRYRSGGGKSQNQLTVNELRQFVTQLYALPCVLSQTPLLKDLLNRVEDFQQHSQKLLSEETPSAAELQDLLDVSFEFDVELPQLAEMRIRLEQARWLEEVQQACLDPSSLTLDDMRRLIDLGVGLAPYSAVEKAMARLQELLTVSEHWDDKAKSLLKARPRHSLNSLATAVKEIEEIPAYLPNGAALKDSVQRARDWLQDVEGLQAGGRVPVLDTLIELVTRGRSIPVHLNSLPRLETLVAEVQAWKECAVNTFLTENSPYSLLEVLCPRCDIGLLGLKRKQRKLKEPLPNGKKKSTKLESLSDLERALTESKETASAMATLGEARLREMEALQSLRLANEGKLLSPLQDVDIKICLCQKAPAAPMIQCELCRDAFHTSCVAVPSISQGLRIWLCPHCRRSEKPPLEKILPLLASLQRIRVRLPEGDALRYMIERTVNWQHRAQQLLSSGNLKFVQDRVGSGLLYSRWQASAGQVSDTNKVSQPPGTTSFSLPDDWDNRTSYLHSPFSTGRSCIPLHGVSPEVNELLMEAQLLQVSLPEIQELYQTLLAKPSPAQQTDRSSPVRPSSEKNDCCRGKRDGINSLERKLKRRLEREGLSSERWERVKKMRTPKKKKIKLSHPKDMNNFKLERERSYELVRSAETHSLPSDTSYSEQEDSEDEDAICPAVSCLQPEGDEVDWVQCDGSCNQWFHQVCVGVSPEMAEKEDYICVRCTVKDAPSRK
#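 Coupled FDH/NAD⁺ fluorescence readout. KDM5BΔAP 200 nM final; compound titration, 10 min RT preincubation; substrate mix 12.5 µM H3K4me3, 25 µM 2-OG, 50 µM Fe(II), 100 µM ascorbate, 0.25 mM NAD⁺, 0.25 U/mL FDH; ΔRFU over 30 min.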
# The depositor's hits bear a star; ? = inconclusive; & = joins results of further samples; [ ] = another dose, or the depositor's remark. Potency means the concentration at half of the fitted maximal effect. An excerpt; rates above refer to the full screens.
SMILES,KDM5B inhibitor
Cc1ccc2c(n1)N(C)[C@H](CO)CCN(Cc1cnc3ccccc3c1)C2,-19.5%[86.2 µM]
CCOC(=O)C1CCCN(CC(O)c2ccc(F)cc2)C1 (stereo unspecified),16.9%
COc1ccc(NC(=O)CSc2ccc3nnc(-c4ccccn4)n3n2)c(OC)c1,16.3%
Cc1cc(NC(=O)CCN2CCN(Cc3ccccc3)CC2)ccc1Br,1.0%
CCCN(C(=O)Cc1csc(-c2ccccc2)n1)C1CCS(=O)(=O)C1 (stereo unspecified),12.4%
CC(=O)c1cc(-c2ccc(F)cc2)n(CCC(=O)NC2CCCCC2)c1C,?
CCCCC(=O)Nc1ccccc1C(=O)OCc1cc(=O)n2nc(C3CCCCC3)sc2n1,?
Cc1ccc(-c2cn3nc(N4CCC(C(=O)NCc5ccc(OC(C)C)cc5)CC4)sc3n2)cc1,12.8%
COC(=O)CC(c1ccccc1F)N1Cc2ccccc2C1=O (stereo unspecified),4.9%
C=CCNC(=O)NC(=O)COC(=O)Cc1n[nH]c(=O)c2ccccc12,12.1%
O=C(Nc1cccc(-c2nnc3n2CCCC3)c1)C1CCCCC1,-8.5%
CCn1c(C)nc2cc(C(=O)NNC(=S)Nc3ccc(C)cc3)ccc21,-2.0%

# Exported bar-delimited: 5 of the compounds above
SMILES | KDM5B inhibitor
Cc1ccc(-c2cn3nc(N4CCC(C(=O)NCc5ccc(OC(C)C)cc5)CC4)sc3n2)cc1 | 12.8%
CCCCC(=O)Nc1ccccc1C(=O)OCc1cc(=O)n2nc(C3CCCCC3)sc2n1 | ?
Cc1ccc2c(n1)N(C)[C@H](CO)CCN(Cc1cnc3ccccc3c1)C2 | -19.5%[86.2 µM]
CCOC(=O)C1CCCN(CC(O)c2ccc(F)cc2)C1 (stereo unspecified) | 16.9%
COc1ccc(NC(=O)CSc2ccc3nnc(-c4ccccn4)n3n2)c(OC)c1 | 16.3%

# Additional records.
SMILES,KDM5B inhibitor
COc1cccc(-c2noc(CC3CCN(C(=O)c4ccc(C(C)C)cc4)CC3)n2)c1,-25.9%
COc1ccc(N2C(=O)CCC2(C#N)c2ccccc2OCc2ccccc2)cc1 (stereo unspecified),-9.6%
CN(CC(=O)Nc1ccc(Br)cc1)S(=O)(=O)c1cccc2nsnc12,-0.3%
CCN(CC1COc2ccccc2O1)S(=O)(=O)N1CCOCC1 (stereo unspecified),-6.8%
O=C(CS(=O)(=O)c1cccc2nsnc12)N1CCN(c2cccc(Cl)c2)CC1,-8.4%&-23.3%
C=CC[C@@H]1Cc2c(Br)ccc(Br)c2[C@@H](CC=C)N1,?
NC(=O)c1ccc(S(=O)(=O)N2CCN(C(=O)c3cc4c(s3)CCC4)CC2)cc1,4.5%
COc1cccc(C(=O)/C(C#N)=C\c2ccccc2C(F)(F)F)c1,?
Cc1ccc(C(=O)N2C[C@@H](N)C[C@H]2C(=O)NC(C)C)cc1N1CCNC1=O,5.3%
CCOC(=O)Nc1ccc2c(CN3CCC(C(N)=O)CC3)cc(=O)oc2c1,?
CCOc1ccccc1CN1CCC2(CCN(C(=O)Nc3ccc(Cl)cc3)CC2)Oc2ccccc21,?
CCOC(=O)C1=C(C)N=C2SCCC(=O)N2C1c1ccc(C(C)(C)C)cc1 (stereo unspecified),7.1%

# Ordered by count of non-hydrogen atoms (smallest number first): 7 of the compounds above.
SMILES,KDM5B inhibitor
C=CC[C@@H]1Cc2c(Br)ccc(Br)c2[C@@H](CC=C)N1,?
CCN(CC1COc2ccccc2O1)S(=O)(=O)N1CCOCC1 (stereo unspecified),-6.8%
COc1cccc(C(=O)/C(C#N)=C\c2ccccc2C(F)(F)F)c1,?
CN(CC(=O)Nc1ccc(Br)cc1)S(=O)(=O)c1cccc2nsnc12,-0.3%
NC(=O)c1ccc(S(=O)(=O)N2CCN(C(=O)c3cc4c(s3)CCC4)CC2)cc1,4.5%
COc1ccc(N2C(=O)CCC2(C#N)c2ccccc2OCc2ccccc2)cc1 (stereo unspecified),-9.6%
COc1cccc(-c2noc(CC3CCN(C(=O)c4ccc(C(C)C)cc4)CC3)n2)c1,-25.9%

# The results go on:
SMILES,KDM5B inhibitor
Cc1nc2nc(C(F)(F)F)[nH]n2c(=O)c1Cc1ccc(Br)cc1,-10.9%
Cc1nc(Cc2nn3c(-c4cc(Cl)ccc4F)nnc3s2)cs1,10.3%
COC(=O)c1cccc(N/C=C(\[N+](=O)[O-])S(=O)(=O)c2ccccc2)c1,4.3%
COCc1noc([C@@H]2CN(C(=O)CC3=CCCCC3)C[C@H]2CO)n1,-7.7%
COc1ccc(CCNC(=O)[C@H]2CCC[C@H]2NC(=O)c2ccncc2)cc1OC,22.2%
C[C@@H](NC(=O)C[C@@H]1[C@H](O)CC[C@@H]2[C@](C)(CO)[C@H](O)CC[C@]21C)c1ccccc1,24.8%[86.2 µM]
CCn1c(CN2CCCCC2)nc2cc(NC(=O)c3cc(OC)c(OC)c(OC)c3)ccc21,-7.6%
CN(C(=O)Nc1ccccc1F)C(c1ccc(Cl)cc1)c1nccn1C (stereo unspecified),-14.5%
COc1ccc(N2CCN(C(=O)CN3C(=O)CSc4c3c(C)nn4-c3ccccc3)CC2)cc1,13.4%
CCCC(=O)N1CCC(N2C[C@H](O)C[C@H]2C(=O)NCc2cccc(OC)c2)CC1,13.9%
CCN(C(=O)CSc1nc2ccccc2nc1Cc1ccc(F)cc1)c1cccc(C)c1,-22.6%
O=C(c1cnn(-c2ccc(F)cc2)c1-n1cccc1)N1CCN(c2cccc(Cl)c2)CC1,9.7%
COc1ccccc1NC(=O)c1ncoc1-c1ccc(C)o1,?
O=C(Cn1cc(SCc2ccc(Cl)cc2)c2ccccc21)N1CCOCC1,-52.9%
O=C(COc1ccc(-n2cnnn2)cc1)Nc1cccc(S(=O)(=O)N2CCOCC2)c1,-11.8%
CCc1ccc(C(=O)N2CCC(N3C(=O)CCC3C(=O)NC(C)C)CC2)cc1 (stereo unspecified),1.3%
O=C(NC1CCCCC1)[C@@H]1Cc2nc[nH]c2CN1Cc1ccc(Cl)cc1,?
c1cnc(-c2nn3c(COc4ccc5c(c4)OCO5)nnc3s2)cn1,-10.5%
Cc1cc(C)cc(OCC(=O)N(Cc2cccs2)c2ccc(Cl)cc2)c1,-9.0%
Cc1ccc(S(=O)(=O)Nc2nc3ccccc3nc2Nc2ccc3c(c2)OCCO3)c(C)c1,11.7%
COc1ccc(CC(=O)NC(c2ccccc2)c2ccc(C)cc2)c(OC)c1 (stereo unspecified),11.8%
O=C(NCc1cccnc1)C(=O)NCC1OCCCN1S(=O)(=O)c1ccc(F)cc1 (stereo unspecified),20.4%
COc1ccc(NC(=O)CSc2nc3c(c(=O)[nH]2)CCC3)cc1,-4.1%
Cc1c(-c2ccc(Cl)cc2)c(=O)oc2c(CN3CCN(C)CC3)c(O)ccc12,?
Cc1nc2ccc(C(=O)OC(C)C(=O)NC(N)=O)cc2nc1C (stereo unspecified),-8.2%
CCc1nc(-c2cc(S(=O)(=O)N3CCN(c4ccc(F)cc4)CC3)ccc2OC)no1,4.7%
O=C(CCC1N=C2c3ccccc3N=C(SCc3ccccc3Cl)N2C1=O)N1CCN(c2ccccc2)CC1 (stereo unspecified),8.1%
CCOc1ccccc1NC(=O)c1cnc(N2CCCCC2)c2ccccc12,?
C[C@H]1[C@@H]2[C@@H](O)C([C@H](C)C(=O)NC3CCCCC3)CC[C@@]2(C)CC[C@@H]1NC(=O)C1CC1 (stereo partly specified),12.1%[86.2 µM]
COc1ccc(C(=O)N2C[C@@H](Oc3cccnc3)C[C@H]2C(=O)NC2CC2)c(OC)c1,4.2%
COc1ccc(-c2cc(N3CCC(NC(=O)c4ccccc4Cl)C3)n[nH]2)cc1 (stereo unspecified),?
Cn1cc(CCC(=O)NCc2ccc(Cl)cc2)c2ccccc21,?
COC(=O)c1ccc(CNC(=O)c2nn(CC(C)C)c(=O)c3ccccc23)cc1,-16.7%
Cc1ccc(-c2nc(C(=O)Nc3cccc(C#N)c3)c3n2CCCCC3)cc1,?
Cc1n[nH]c(=O)c2ccccc12,42.0%[activator]
O=S(=O)(c1ccccc1Br)N(Cc1cn(CC2CCCCC2)nn1)C1CC1,15.6%
Cc1ccc(C)c(NC(=O)Cn2nnc(C(=O)NCCc3ccccc3)c2N)c1,-17.1%
COc1ccc(N(CC(=O)Nc2cccc(Cl)c2)S(=O)(=O)c2c(C)[nH]c(=O)[nH]c2=O)cc1,8.2%[11.5 µM]
COCCNC(=O)[C@@H]1C[C@H](Oc2cccnc2)CN1C(=O)COc1ccc(F)cc1,-15.0%
CC(C)C(NC(=O)c1cccc(Cl)c1)C(C)C,-13.5%
COC(=O)c1ccc2c(c1)N(CC(=O)Nc1ccc(C)c(C)c1)C(=O)c1ccccc1S2,7.3%
COCCN1C(=O)c2cccn2CC1CNC(=O)Nc1cccc(C)c1 (stereo unspecified),4.4%
CCOc1ccccc1C(=O)N1[C@@H]2CC[C@H]1CC(NC(=O)c1cnc(C)cn1)C2 (stereo partly specified),-13.0%
Cc1cc(C(=O)N[C@H]2CCOC[C@H]2C2CCOCC2)cc2sc(N)nc12,20.7%
COc1cc(Cl)c(C)cc1NC(=O)CCn1cnc2onc(-c3ccc(F)cc3)c2c1=O,-49.1%
CCCNC(=O)N1CC(C(=O)N(C)C)C2(CCOCC2)C1 (stereo unspecified),6.7%
CN(CCc1ccccn1)C(=O)C1CCCN(c2cnn(Cc3ccccc3)c(=O)c2)C1 (stereo unspecified),-9.6%
CS(=O)(=O)N(C1CC1)C1CCOC2(CCN(C(=O)Nc3ccccc3F)CC2)C1 (stereo unspecified),-9.1%
CCOc1ccc(C2c3c(oc4ccccc4c3=O)C(=O)N2Cc2ccc3c(c2)OCO3)cc1 (stereo unspecified),12.6%
Cc1ccc(C(C)C)c(OCC(=O)Nc2ccc(O)c(-c3nc4cc(Cl)ccc4o3)c2)c1,-25.6%
Cc1ccc(NC(=O)c2ncoc2-c2ccco2)cc1,-9.1%
Cc1ccc(-n2c3c(c(=O)[nH]c2=O)C(NC(=O)c2ccccc2C)(C(F)(F)F)C(=O)N3)cc1 (stereo unspecified),-1.8%
Cn1c(Cl)nc2c1c(=O)n(Cc1ccc(Cl)cc1Cl)c(=O)n2C,-7.0%
Cc1cccc(C(=O)N2CCCCCCNC(=O)[C@@H]3CCC[C@@H]32)c1,1.9%
Cc1nc(N2CCC(C(=O)NCc3ccc4c(c3)OCO4)CC2)cc(C(F)(F)F)n1,-14.0%
COCCc1noc(C2CNC2)n1,-22.1%
O=S(=O)(Nc1ccccn1)c1ccc(C(F)(F)F)cc1Cl,25.2%
CCOC(=O)c1oc2cc(OC(=O)c3ccccc3OC)ccc2c(=O)c1-c1ccc(OC)cc1,8.3%
O=C(/C=C/c1ccco1)Nc1ccc(SC2CCCC2)cc1,-30.7%
COc1ccc(C2Cn3nnc(-c4noc(CCC5CCCC5)n4)c3CO2)cc1 (stereo unspecified),13.5%
# Continuation:
SMILES,KDM5B inhibitor
COc1ccc(C(=O)NCC(c2ccc3c(c2)OCO3)N2CCOCC2)cc1OC (stereo unspecified),-9.5%&-5.5%
OC(COc1ccccc1CNC1(c2ccccc2)CC1)CN1CCCCC1 (stereo unspecified),34.9%[activator]
CCNc1nc(N)nc(Oc2ccc(OCC(=O)OC)nn2)n1,-16.0%
O=C(Nc1cc(Cl)c(Cl)cc1Cl)c1ccc(-c2ccccc2)cc1,-5.5%
C=CCc1cc(/C=C2\NC(=O)NC2=O)cc(OCC)c1O,-6.4%
COc1ccc(OC)c(NC(=O)c2ccc(CN3CCc4ccccc4C3)cc2)c1,?
O=C(COC(=O)C1CC(=O)N(c2nc(-c3ccc(Cl)cc3)cs2)C1)c1ccc(Cl)cc1 (stereo unspecified),7.1%
Cc1nn(-c2nc(-c3ccc(F)cc3)cc(C(F)(F)F)n2)c(C)c1Cl,?
COc1cc(NC(=O)CSc2ncc(-c3ccc(F)cc3)o2)cc(OC)c1,20.5%
CC(NC(=O)Cn1cnc(C#N)n1)c1ccc(-c2ccccc2)cc1 (stereo unspecified),3.5%
COc1cccc(-c2ccc(NC(=O)C3CCCN(Cc4nccn4C)C3)cc2)c1 (stereo unspecified),22.6%
CN(Cc1nccn1C)C(=O)c1ccc(OC2CCN(CCc3ccccc3)CC2)cc1,2.3%
Cc1ccc(CCNC(=O)c2ccc3c(c2)c(C)c(C)n3Cc2ccccc2)cc1,?
O=C(OCC(=O)N1c2ccccc2Sc2ccccc21)c1ccccc1,-1.7%
Cc1cccc(CNc2ccc3nnc(C)n3n2)c1,?
O=c1c2c(nc3cc[nH]n13)CCN(S(=O)(=O)c1ccc3c(c1)CCC3)C2,?
C/C(=N\N=C(N)N)C1=CC(C)(C)CCC1,0.3%
CCc1cc(C(=O)Nc2ccccc2C#N)cs1,21.0%
COc1ccc(CN(C)Cc2ccc(F)cc2)cc1,-16.8%[86.2 µM]
CC(OC(=O)C1CCCCC1)C(=O)Nc1cccc([N+](=O)[O-])c1 (stereo unspecified),-13.6%
O=C(Nc1ccccc1)c1cc2n(n1)CC(c1ccc(Cl)cc1)OC2 (stereo unspecified),?
CNC(=O)CCn1ncc2cc(OCc3ccccc3-c3cccc(CO)c3)ccc21,?
c1ccc(CCN2CCNCC2)nc1,10.8%
CCN(C(=S)NC(=O)c1ccco1)c1cccc2ccccc12,?
CCC1=C(C(=O)OC)C(c2ccc(Cl)cc2)N2C(CC(=O)N3CCOCC3)=CSC2=N1 (stereo unspecified),?
COc1ccc(N2C(=O)CSC23CCN(C(=O)Nc2ccc([N+](=O)[O-])cc2)CC3)cc1,-17.1%
CC1(C)CC(=O)CC(C)(C)N1,21.6%
COc1cccc(NC(=O)CN2C(=O)COc3ccc(S(=O)(=O)N4CCCCCC4)cc32)c1,?
COC(=O)c1ccc(OCC2c3cc(OC)c(OC)cc3CCN2C(=O)c2ccccc2C)cc1 (stereo unspecified),-6.1%
COc1cccc(CNc2ccc(N3CCOCC3)c(C(=O)O)c2)c1,-1.1%
Cc1ccc(NC(=S)N2CCN(S(=O)(=O)c3ccccc3)CC2)cc1,12.0%

# Screens (PubChem)
